SV40 large T antigen: TAg ATPase/helicase activity blockers – biochemical (AID 1903) | 0.39% of 310,000 active | SV40 large T antigen ATPase/helicase inhibition assay; higher % means a stronger effect | inhibition, % at 20 µM, or IC50 in µM where a hit was titrated; in the data active = a potency from the dose series; inconclusive = inhibition mostly from about 32% at the one dose, without a potency; inactive = the rest, 99 in 100 with inhibition below about 32%; also: strong numbers were not always called active
West Nile virus CPE: West Nile virus antiviral activity, cell-based, CPE readout (AID 1621) | CPE inhibition, % at 10 µM, or IC50 in µM where a hit was titrated | 0.02% of 290,000 active | West Nile virus-infected cells, CPE inhibition; higher % means a stronger effect; in the data active = a potency from the dose series; inconclusive = CPE inhibition mostly from about 3.7% at the one dose, without a potency; inactive = the rest, 99 in 100 with CPE inhibition below about 2.2%; also: strong numbers were not always called active
UTI89 phage lysis: inhibition of K1F phage lysis, E. coli UTI89, bacterial capsule biogenesis inhibitors, alamar blue (AID 488966); one-dose inhibition, % at 100 µM; IC50 in µM for titrated hits; 0.02% of 340,000 active; E. coli UTI89 K1F phage lysis, alamar blue, 2 h; higher % means a stronger effect;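 active = phage lysis inhibition, versus mean bacterial control, above a set limit; inconclusive = no clear call, values can overlap the other calls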;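 also: capsule biogenesis inhibitors block K1F phage lysis so surviving cells raise fluorescence; higher fluorescence means more inhibition of phage lysis; actives were called in the ten point dose series up to 300 µM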
RSV antiviral HEp-2: RSV antiviral activity via CPE protection, HEp-2 cells, primary 10 µM value included (AID 2391); HEp-2 cells, RSV-induced CPE inhibition; higher % means a stronger effect; CPE inhibition, % at 10 µM, or IC50 in µM where a hit was titrated; 0.13% of 310,000 active; in the data active = a potency from the dose series; inconclusive = CPE inhibition mostly from about 23% at the one dose, without a potency; inactive = the rest, 99 in 100 with CPE inhibition below about 21%; also: strong numbers were not always called active
NS5 inhibitors: Dengue-2 NS5 methyltransferase inhibitors, primary screen, biochemical, confirmation dose response (AID 588689) | inhibition, % at 25 µM; hits with a dose series show IC50 in µM | Dengue-2 NS5 methyltransferase capping enzyme assay, biochemical; higher % means a stronger effect | 0.3% of 340,000 active; in the data active = a potency from the dose series; inconclusive = inhibition above about 29% without an active follow-up result
Rac1 GTP hydrolysis: MgcRacGAP GTPase-activating activity inhibitors, confirmation, biochemical, ADP Hunter fluorescence | MgcRacGAP-stimulated Rac1 GTP hydrolysis, ADP Hunter fluorescence; higher % means a stronger effect; GST-tagged Rac1 F28L mutant substrate | inhibition, % at 30 µM, or IC50 in µM where a hit was titrated | 0.6% of 340,000 active;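 active = first-screen hits whose inhibition reached a set limit at any dose in the follow-up dose series; inconclusive = inhibition above the set first-screen limit but never retested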;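 also: fluorescence reports GDP produced by GAP-driven GTP hydrolysis; strong numbers were not always called active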
NTR1 agonist: NTR1-driven beta-arrestin-GFP spot formation – imaging, U2OS cells, high content, primary screen (AID 493036); agonist mode; P30989; 0.17% of 330,000 active; activation, % at 20 µM;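 active = activation at or above 40% of the spot to cytoplasm intensity ratio, with at least 20 cells analyzed; inconclusive = wells under 20 cells, flagged as cytotoxic or low count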;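 also: 0% = DMSO without peptide and 100% = 100 nM NTR1 peptide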
Target sequence (P30989 whole entry, looked up): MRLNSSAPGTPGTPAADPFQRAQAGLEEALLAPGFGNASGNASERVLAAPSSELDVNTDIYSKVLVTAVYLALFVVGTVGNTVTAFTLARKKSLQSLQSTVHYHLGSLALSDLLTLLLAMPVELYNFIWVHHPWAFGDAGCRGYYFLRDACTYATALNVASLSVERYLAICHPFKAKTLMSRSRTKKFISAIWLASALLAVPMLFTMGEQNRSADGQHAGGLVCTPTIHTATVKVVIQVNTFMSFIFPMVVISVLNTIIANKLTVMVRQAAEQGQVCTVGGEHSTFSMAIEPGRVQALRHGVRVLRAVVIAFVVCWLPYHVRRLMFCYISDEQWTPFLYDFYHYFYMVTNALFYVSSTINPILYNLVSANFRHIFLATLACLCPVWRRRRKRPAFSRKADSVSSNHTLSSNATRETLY
T cell modulator: modulates CD8 T cell binding to vesicles; calls only at 7 µM; AID 2052; 0.068% of 330,000 active; 2C CD8+ T cell-vesicle binding, flow cytometry; active compounds read low;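 active = response, share of CD8 T cells binding vesicles, and their 90th percentile fluorescence all below set limits, cut at about 80% in these data, passing the limit was not always enough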
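Read-out – percent CD8+ FL2 mean versus row control · System – murine 2C transgenic CD8+ T lymphocytes · Times – 1.5 h cell–vesicle binding at 37 °C, then 20 min icy labelling · Control set – naked vesicles low, QL9 vesicles with vehicle high · Detection – cytometric PE anti-B7-1 and Alexa647 anti-CD8 signals after 1% paraformaldehyde fixation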
PhoP inhibition: PhoP-dependent GFP reporter repression – Salmonella Typhimurium, primary screen (AID 1863); S. Typhimurium PhoP-regulated promoter GFP reporter, 4 h; higher % means a stronger effect; inhibition, % at 50 µM, or IC50 in µM where a hit was titrated; 0.16% of 300,000 active;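 active = inhibition over 29.93%, a cutoff 3 SD above the screen mean, later confirmed by dose response; inconclusive = inhibition over 29.93% but no dose response follow-up; inactive = inhibition at most 29.93% or unconfirmed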;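 also: 0% = low Mg2+ inducing control and 100% = high Mg2+ repressing control; strong numbers were not always called active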
T cell modulator vesicle-bound %: also measured in T cell modulator; calls as there; double positive events, %; measured here: CD8+ vesicle-bound cell fraction;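 binding gate set so that unloaded-vesicle control wells show 10% double positive cells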
NTR1 agonist cell count 20 µM: also measured in NTR1 agonist; calls as there; cell count; measured here: cell count, cytotoxicity flag
NS5 inhibitors pilot replicate: also measured in NS5 inhibitors; calls as there; inhibition, %; measured here: pilot screen replicate inhibition
* hit, by the source's call; i = inactive; ? = inconclusive; . = not tested or not shown; [ ] = another dose, or the depositor's remark. Random draw from the library; overall some 1.5% were active at least once.

SMILES	SV40 large T antigen	West Nile virus CPE	UTI89 phage lysis	RSV antiviral HEp-2	NS5 inhibitors	Rac1 GTP hydrolysis	NTR1 agonist	NTR1 agonist cell count 20 µM	T cell modulator	T cell modulator vesicle-bound %	PhoP inhibition	others
COc1cccc(NC(=O)c2nnn(CCc3ccccc3)c2N)c1	8%	-0.2%	3.6%	1.2%	2%	-1%	-1.6	48	i	43	5%
O=S(=O)(CCc1nnc(-c2ccccc2)o1)c1ccc2ccccc2c1	17%	0.7%	1.7%	-0.7%	-13%	13%	1.4	40	i	20	18%
O=C(COc1ccc(Cl)cc1)Nc1nc(-c2ccc(S(=O)(=O)N3CCOCC3)cc2)cs1	10%	-1.4%	-0.5%	?	-7%	-3%	4.2	77	i	18	5%	NS5 inhibitors pilot replicate=-1.7
Cc1c(N=C2N=C(NC(=O)Nc3ccc(Cl)cc3)c3ccccc32)c(=O)n(-c2ccccc2)n1C	0%	-1.0%	-0.3%	2.8%	-52%	2%	19	50	i	27	2%
CCOC(=O)c1c(-c2ccccc2)csc1NC(=O)c1ccc(N2C(=O)CCC2=O)cc1	0%	.	1.5%	-0.9%	-4%	7%	18	58	.	.	-10%
O=C(CNC(=O)c1ccco1)OCC(=O)c1ccc([N+](=O)[O-])cc1	23%	0.3%	-2.6%	-0.1%	1%	4%	-0.2	53	i	26	-4%
Nc1ccccc1C(=O)NCc1ccccc1	5%	0.1%	0.3%	1.6%	2%	-1%	0.0	62	i	53	1%
Cc1ccc(C)n1-c1ccc(C(=O)NN)s1	30%	0.2%	0.5%	1.4%	-2%	18%	0.6	57	i	19	-12%
O=c1c2ccccc2c(-c2ccc(Cl)cc2)nn1-c1ccccc1	18%	1.6%	0.2%	4.6%	-3%	9%	7.9	84	i	26	-2%
COCCN1CCN(C(=O)c2ccc3c(c2)S(=O)(=O)c2ccccc2C3=O)CC1	13%	0.1%	.	3.0%	.	.	0.1	80	i	28	.
CN1CCN(C(=O)C2=C[C@H](C3CCCCC3)C[C@H](OCc3ccc(CO)cc3)O2)CC1	5%	-0.1%	0.1%	-1.1%	2%	3%	2.8	96	i	18	1%
CNc1nnc(SCC(=O)c2c(N)n(C3CC3)c(=O)[nH]c2=O)s1	.	.	0.1%[50 µM]	.	0%	0%	-0.2	70	.	.	.
O=C(NCCn1cccn1)c1ccc(OC2CCN(C(=O)C3CC3)CC2)cc1	0%	0.2%	0.0%	2.6%	8%	1%	-0.1	76	i	50	11%
CCOC(=O)c1ccc(NC(=S)NCCc2ccccc2)cc1	15%	0.1%	3.4%	-1.9%	-8%	5%	3.6	43	i	13	3%
CC(CNC(=O)CCn1ccc2cc(S(=O)(=O)N3CCCC3)ccc21)c1ccccc1 (stereo not given)	9%	-0.1%	-0.3%	2.9%	-9%	8%	0.7	74	i	46	-1%
CN(CC(=O)Nc1cccc(F)c1)C(=O)c1ccccc1CCc1ccccc1	12%	.	-1.2%[50 µM]	11%	-1%	4%	9.6	62	i	55	-8%
O=[N+]([O-])c1ccc(C2=NN(CCO)C(=Nc3ccc(OC(F)(F)F)cc3)SC2)cc1	2%	-1.9%	-0.1%	?	5%	7%	5.0	68	i	35	-10%
CNC(=S)NNC(=O)CNc1ccc(C)c(Cl)c1	7%	.	0.5%	2.9%	-15%	8%	-0.2	53	i	37	7%
CCCN(C(=O)/C=C/c1ccco1)c1c(N)n(Cc2ccccc2)c(=O)[nH]c1=O	9%	-0.1%	0.3%	3.8%	-9%	-3%	-0.2	47	i	1	0%
COCCn1c(N)c(N(Cc2ccccc2)C(=O)COc2ccc(F)cc2Cl)c(=O)[nH]c1=O	16%	.	0.9%[50 µM]	-0.2%	-2%	3%	-1.0	58	i	40	10%
CCOC(=O)c1cnc2c(cnn2C)c1NCCC#N	9%	1.0%	-0.1%	-0.2%	1%	11%	-0.8	74	i	18	-2%
COc1ccc(NC(=O)CCN2CCN(C/C=C/c3ccccc3)CC2)cc1	-2%	-1.5%	0.0%	-1.3%	-6%	8%	0.7	54	i	30	-2%
CN(c1ccc(C(=O)NCc2cccnc2)cc1)S(C)(=O)=O	-2%	0.0%	1.6%	1.1%	1%	10%	-0.7	44	i	15	20%
Cc1cc(C(=O)Nc2c(C)n(C)n(-c3ccccc3)c2=O)c(C)o1	4%	0.6%	6.3%	0.5%	-6%	-1%	2.2	73	i	12	-7%
CSc1nnc(-c2ccc(Br)s2)n1C	4%	-0.2%	0.9%	2.8%	-5%	-20%	0.1	59	i	20	2%
CC(=O)Nc1cccc(NC(=O)CCNC(=O)c2ccc(Cl)cc2)c1	21%	-0.8%	0.1%	0.2%	2%	8%	-1.6	80	i	17	5%
COc1ccc(/C=C(\C#N)C(=O)ONC2=NCCCCC2)cc1	8%	0.2%	-0.5%	-0.7%	-16%	4%	1.9	47	i	32	-5%
C(=NCCCN1CCOCC1)c1ccc2c(c1)OCO2	5%	1.5%	4.2%	-0.4%	-1%	-2%	-0.7	59	i	49	-2%
O=C(CCSc1ccccc1)NC(=O)COC(=O)C1CCCCC1	2%	-0.1%	-0.3%	0.5%	1%	-6%	2.6	46	i	47	-6%
CCC(CC)C(=O)c1c[nH]c(C(=O)NCCOC)c1	2%	0.1%	-0.8%	-1.1%	-2%	1%	-0.3	31	i	58	3%
COc1cc(OC)cc(-c2cc(N3C(=O)Nc4ccccc4N3O)n[nH]2)c1	8%	0.8%	0.0%	1.1%	-6%	-3%	-0.4	66	i	30	1%
COc1ccc(N(CCC(=O)O)S(=O)(=O)c2ccc(C)cc2C)cc1	3%	0.6%	0.2%	1.1%	2%	-1%	-0.7	65	i	55	-4%
COC(=O)CSc1ccc(-c2nc3ccc(C)cc3[nH]2)cn1	16%	0.1%	-0.4%	2.7%	-2%	11%	2.8	35	i	55	-4%
CN(Cc1ccc(Cl)cc1)C(=O)c1ccccc1SCC(=O)N1CCCC1	.	.	1.2%[50 µM]	.	4%	9%	0.8	64	.	.	.
Cc1ccnc(NC(=O)CCC(=O)N(CC(=O)NCCc2ccccc2)c2ccccc2F)c1	9%	-0.6%	-0.3%	1.2%	-14%	3%	-0.7	42	i	28	-5%
CCc1cccc(C)c1NC(=S)NCc1ccc2[nH]c(C)cc2c1	11%	-0.4%	10%	7.7%	0%	8%	3.5	42	i	33	17%
CC(Oc1cc2oc(=O)c3c(c2cc1Cl)CCC3)C(=O)NCC1CCC(C(=O)O)CC1 (stereo not given)	7%	1.4%	3.5%	0.0%	0%	14%	0.6	62	i	36	-4%
COc1cccc(N2CCN(C(=O)c3ccc(CS(=O)c4ccc(C)cc4)o3)CC2)c1 (stereo not given)	5%	-0.9%	0.0%	1.3%	1%	-24%	5.9	55	i	4	-4%
CCc1ccc(C(=O)NNC(=O)C2CCN(c3ncnc4sc(C)c(C)c34)CC2)cc1	8%	.	-1.4%[50 µM]	20%	-9%	-3%	3.7	69	i	53	1%
CC(C)N(C#N)c1nc(N2CCOCC2)nc(N2CCOCC2)n1	11%	0.5%	3.9%	1.2%	-6%	5%	-2.2	36	i	7	-2%
COc1cccc(CCc2nnc(CCC(=O)N3CCN(Cc4ccccn4)CC3)o2)c1	5%	-0.5%	0.0%	-1.6%	4%	-8%	0.5	55	i	5	-3%
Nc1nc2ccccc2n1/N=C/c1cccnc1	21%	-0.1%	2.2%	2.0%	-6%	6%	1.9	60	i	41	3%
O=C(NN1C(=O)c2cc(Br)ccc2NC1c1ccccc1Cl)c1ccncc1 (stereo not given)	-12%	-0.9%	0.0%[50 µM]	5.8%	-10%	7%	0.5	71	i	6	13%
S=C(NCCN1CCOCC1)NC1CCCCC1	13%	0.0%	0.0%	-1.8%	2%	6%	-0.6	37	i	24	0%
CC1CN(C(=O)CCC(=O)N2CCOCC2)c2ccccc2O1 (stereo not given)	0%	-0.2%	1.1%	0.1%	4%	11%	2.8	78	i	35	.
O=C(O)c1cc(NS(=O)(=O)c2ccc3ccccc3c2)ccc1O	26%	1.6%	-0.1%	3.1%	7%	4%	-0.2	78	i	23	-6%
CCOC(=O)C1CCCN(C(=O)c2ccccc2Oc2ccccc2)C1 (stereo not given)	-6%	0.2%	0.2%	1.5%	0%	5%	1.7	79	i	48	8%
O=C(COc1ccccc1)N1CCN(C(=O)COc2ccccc2)CC1	6%	-0.4%	0.1%	0.5%	3%	2%	2.7	40	i	24	5%
Cc1cc(N2CCOCC2)nc2ccccc12	5%	-0.2%	1.3%	0.6%	-3%	13%	-1.0	42	i	4	2%
CC(Oc1ccc(F)cc1)C(=O)N(CCC1=CCCCC1)c1c(N)n(Cc2ccccc2)c(=O)[nH]c1=O (stereo not given)	13%	.	0.5%[50 µM]	-0.3%	3%	7%	7.3	57	i	34	-7%
O=C(O)c1ccc(CNCc2ccc(F)cc2)cc1	-4%	-0.3%	-0.9%	0.5%	2%	3%	-0.3	35	i	49	-8%
COc1cc(CC(=O)OCC(=O)N2CC(C)CC(C)C2)cc(OC)c1OC (stereo not given)	-4%	0.3%	0.5%	0.8%	-9%	4%	-0.3	92	i	28	17%
Cc1ccc(N=C2CCCN2Cc2ccccc2)c(C#N)c1	11%	-1.0%	5.0%	1.5%	-5%	3%	0.2	38	i	6	4%
O=C(CNS(=O)(=O)c1ccc(Br)s1)NC1CCCc2ccccc21 (stereo not given)	4%	-2.0%	0.0%	0.9%	-5%	2%	0.5	96	i	50	-4%
O=C(CNC(=O)c1ccc(Cl)cc1)OCC(=O)c1ccc2c(c1)OCCO2	5%	0.7%	1.9%	1.4%	-4%	7%	-3.9	67	i	34	0%
C=CCN(c1ccccc1)S(=O)(=O)c1cccc(C(=O)Nc2nc3ccccc3[nH]2)c1	1%	-0.7%	4.1%	0.9%	-7%	2%	-1.5	46	i	22	15%
